Compound activity deposited in PubChem by National Center for Advancing Translational Sciences (NCATS).
PTHR1 ag: qHTS for PTHR1 Agonists: Primary Screen; Parathyroid hormone/parathyroid hormone-related peptide receptor (Homo sapiens), Q03431; HEK293 GP2 PTHR1 cells, GloSensor cAMP luminescence, 1 h; Potency, µM (doses to about 115 µM), without a hit: at the highest dose activation, usual class: activators; 0.075% of 410,000 active; AID 743266, 2014; active = well fitted activation curve with a large enough effect; inconclusive = small, poorly fitted or top-dose-only effect, or another doubt; inactive = no such curve, though single readings can be large or run the other way; also: potency is read from the fitted curve at half-maximal effect; nearly all actives have a fitted effect of over 55% in size; some results filed as inactive show a strong effect at the top dose; inactives centre near -15; many of its hits are not listed in these tables
Target sequence (Q03431 whole entry, looked up): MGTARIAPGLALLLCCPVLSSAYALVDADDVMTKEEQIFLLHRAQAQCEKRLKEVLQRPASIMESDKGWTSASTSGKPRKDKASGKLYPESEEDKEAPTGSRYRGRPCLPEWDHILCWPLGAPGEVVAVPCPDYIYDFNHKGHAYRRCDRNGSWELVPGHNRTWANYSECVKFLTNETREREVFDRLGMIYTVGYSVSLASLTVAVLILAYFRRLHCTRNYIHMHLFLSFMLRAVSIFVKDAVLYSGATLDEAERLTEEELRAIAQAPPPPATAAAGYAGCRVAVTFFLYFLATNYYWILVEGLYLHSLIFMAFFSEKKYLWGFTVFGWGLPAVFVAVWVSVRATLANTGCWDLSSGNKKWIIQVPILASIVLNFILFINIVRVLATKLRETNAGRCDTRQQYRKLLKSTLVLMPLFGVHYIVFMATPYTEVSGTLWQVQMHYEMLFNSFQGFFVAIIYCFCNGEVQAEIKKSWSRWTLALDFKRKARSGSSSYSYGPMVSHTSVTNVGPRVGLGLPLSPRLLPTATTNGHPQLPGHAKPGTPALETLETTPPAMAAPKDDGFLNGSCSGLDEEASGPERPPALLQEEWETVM
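HEK-293-derived GP2 cells expressing PTHR1 and a GloSensor cAMP reporter, 3,000/well, plated overnight, given luciferin plus IBMX (each 0.5 mM as added) for 1 h at 37 °C, then compound for 1 h at 37 °C. Luminescence was read after 15 min at room temperature.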
DRD3 agonist: qHTS of D3 Dopamine Receptor Agonist: qHTS | D3R DiscoveRx beta-arrestin cells, luminescence, 90 min | max activation, % | 0.58% of 410,000 active; in the data active = max activation above about 30%; also: 0% is about no effect; mostly tested at two doses, the higher about 12 µM
Target sequence (P35462 whole entry, looked up): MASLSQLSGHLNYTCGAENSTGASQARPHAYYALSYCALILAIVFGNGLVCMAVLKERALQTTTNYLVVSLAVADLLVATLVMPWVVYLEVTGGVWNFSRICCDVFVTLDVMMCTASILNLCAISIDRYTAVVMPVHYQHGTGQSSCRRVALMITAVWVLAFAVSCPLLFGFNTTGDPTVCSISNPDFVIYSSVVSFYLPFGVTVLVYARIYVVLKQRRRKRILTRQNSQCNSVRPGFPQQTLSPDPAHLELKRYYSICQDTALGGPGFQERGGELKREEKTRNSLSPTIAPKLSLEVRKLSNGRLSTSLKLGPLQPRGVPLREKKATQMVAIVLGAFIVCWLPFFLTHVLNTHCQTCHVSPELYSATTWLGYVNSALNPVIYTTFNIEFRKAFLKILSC
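Cells at 1500/well, incubated overnight, then treated with pinned compounds (dopamine as control) for 90 min at 37 degrees C. DiscoveRx reagent added for 30 - 60 minutes at room temperature; luminescence read.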
Starred values were filed as active, the others as inactive; [ ] = another dose, or the depositor's remark. This is a subset; the hit share may differ from the screen's.

For O=C(CC1N=C2c3ccccc3N=C(SCc3cccc(Cl)c3)N2C1=O)NCCc1ccccc1 (stereo unspecified) the results were PTHR1 ag -95%[inhibitor] and DRD3 agonist -6.
`CC(C)NC(=O)c1ccc(Cn2c(=O)c3cccn3c3cccnc32)cc1` gave PTHR1 ag inactive and DRD3 agonist 15.
CSCCC(NC(=O)C1CCCCC1)C(=O)Nc1ccc(F)c(Cl)c1 (stereo unspecified) was read as PTHR1 ag inactive and DRD3 agonist 1.
Screening CCc1ccc(NC(=O)Cn2c3ncccc3c(=O)n2-c2ccc(C)c(C)c2)cc1 returned PTHR1 ag inactive and DRD3 agonist -2.
COc1ccc(C2c3c(n(C)c4ccccc34)C(=O)N2CC(=O)Nc2cccc(F)c2)cc1 (stereo unspecified) was read as PTHR1 ag -20% and DRD3 agonist -21.
CCOC(=O)C1=C(CN2CCN(c3ccccc3F)CC2)NC(=O)NC1c1ccc(Cl)cc1 (stereo unspecified) was read as PTHR1 ag -32%[inhibitor] and DRD3 agonist -3.
O=C(Nc1cc(-c2nc3cc(Cl)ccc3o2)ccc1Cl)c1cc2ccccc2o1 was read as PTHR1 ag -16% and DRD3 agonist 8.
Screening CC1=C(c2ccc(C)cc2)S(=O)(=O)N(Cc2ccc(C(=O)Nc3ccc(F)cc3C)cc2)C1=O returned PTHR1 ag inactive and DRD3 agonist -17.
Screening CCSc1ncc(Cl)c(C(=O)N(Cc2ccc(N(C)C)cc2)Cc2ccco2)n1 returned PTHR1 ag -71%[inhibitor] and DRD3 agonist -7.
For CN1CCN(C(c2cccc(Br)c2)c2sc3nc(-c4ccco4)nn3c2O)CC1 (stereo unspecified) the results were PTHR1 ag 1% and DRD3 agonist -4.
For Cc1ccc(NC(=O)CSc2nc3ccccc3c3nc(CCc4c(C)n[nH]c4C)nn23)c(C)c1 the results were PTHR1 ag inactive and DRD3 agonist 4.
`COC(=O)c1c(SC)nc2ccccc2c1OCc1ccc(C)cc1` gave PTHR1 ag inactive and DRD3 agonist 40*.
`Cn1c2c(c(=O)n(C)c1=O)C(c1ccccc1C(F)(F)F)CC(=O)N2` (stereo unspecified) gave PTHR1 ag -10% and DRD3 agonist 3.
`CC(=O)Nc1ccc(S(=O)(=O)NCC2CCC(C(=O)NCCc3ccc(C)cc3)CC2)cc1` (stereo unspecified) gave PTHR1 ag -10% and DRD3 agonist -1.
Screening Cc1ccc(N(CC(C)C)S(=O)(=O)c2nnc(NC(=O)c3ccco3)s2)cc1 returned PTHR1 ag -36%[inhibitor] and DRD3 agonist -29.
For Cc1ccc(CNS(=O)(=O)c2ccc3[nH]c4c(c3c2)CCCC4)cc1 the results were PTHR1 ag -20% and DRD3 agonist 8.
`CCOc1ccccc1CN1CCc2nc(Nc3ccc4c(c3)OCCO4)ncc2C1` gave PTHR1 ag -19% and DRD3 agonist -18.
For CCCCCOc1ccc(C(=O)N(Cc2ccccc2)C2CCS(=O)(=O)C2)cc1 (stereo unspecified) the results were PTHR1 ag -65%[inhibitor] and DRD3 agonist 5.
Screening Cc1ccc(S(=O)(=O)N(CC(O)Cn2c3ccccc3c3ccccc32)c2cccc(C(=O)NCCO)c2)cc1 (stereo unspecified) returned PTHR1 ag inactive and DRD3 agonist 0.
CCOC(=O)c1oc2ccc(S(=O)(=O)n3nc(-c4cc(OC)cc(OC)c4)cc3N)cc2c1C was read as PTHR1 ag -15% and DRD3 agonist 7.
For COC(=O)c1ccc2c(c1)N(Cc1ccc(F)cc1)C(=O)c1ccccc1S2 the results were PTHR1 ag -10% and DRD3 agonist 2.
Screening Cc1cc(Nc2cc(Cl)ccc2C)n2nc(Cc3ccccc3)nc2n1 returned PTHR1 ag -7% and DRD3 agonist -2.
Screening O=C(NCCc1csc(-c2cccnc2)n1)c1ccc(F)c(F)c1 returned PTHR1 ag -86%[inhibitor] and DRD3 agonist -13.
`Cc1cccc(Cn2c(SCc3ccc(C(=O)NCc4cccs4)cc3)nc3ccncc32)c1` gave PTHR1 ag -8% and DRD3 agonist -22.
`COC(=O)c1sccc1S(=O)(=O)N1CCN(c2ccc(C)cc2C)CC1` gave PTHR1 ag inactive and DRD3 agonist -2.
Cc1ccc(-n2nc(CO)c(C(=O)NCc3ccccn3)n2)cc1C was read as PTHR1 ag -70%[inhibitor] and DRD3 agonist -7.
For Cc1nc(-c2cccc(S(=O)(=O)N3CCC(C(=O)NCc4ccccc4Cl)CC3)c2)no1 the results were PTHR1 ag -9% and DRD3 agonist -5.
`Cc1cc(NC(=O)c2ccc(-c3ccc(Cl)cc3)o2)cc(-c2nc3ncccc3o2)c1O` gave PTHR1 ag inactive and DRD3 agonist 0.
Screening COc1cc(NC(=O)Cn2ncc3c([nH]c4ccc(C)cc43)c2=O)cc(OC)c1OC returned PTHR1 ag inactive and DRD3 agonist 5.
`N#Cc1c(C(F)(F)F)cc(-c2cccs2)nc1SCC(=O)Nc1cccc(Br)c1` gave PTHR1 ag -11% and DRD3 agonist -10.
CC(=O)c1ccc(NC(=O)CC(c2cccs2)N2Cc3ccccc3C2=O)cc1 (stereo unspecified) was read as PTHR1 ag -22% and DRD3 agonist -6.
`O=C(Nc1ccc(F)c(Cl)c1)N1CCC2(CC1)Oc1ccccc1C(=O)N2Cc1ccccc1F` gave PTHR1 ag -13% and DRD3 agonist -8.
For O=C(CSc1n[nH]c(-c2ccccc2)n1)NCCCc1ccccc1 the results were PTHR1 ag -64%[inhibitor] and DRD3 agonist 1.
O=C(CSc1nccn1-c1ccccc1)Nc1nc2ccccc2s1 was read as PTHR1 ag -61%[inhibitor] and DRD3 agonist -10.
Screening CCOC(=O)c1cc(-c2ccc(C)cc2)n(CCC(=O)Nc2cc(Cl)ccc2C)c1C returned PTHR1 ag inactive and DRD3 agonist 4.
Screening CCOc1ccc(C2C(C(N)=O)=C(C)Nc3nc(-c4ccc(OC)cc4)nn32)cc1 (stereo unspecified) returned PTHR1 ag inactive and DRD3 agonist -2.
Screening COc1cc(NC(=O)C2CCN(c3nc4ccccc4nc3C(F)(F)F)CC2)cc(OC)c1 returned PTHR1 ag inactive and DRD3 agonist 19.
`Fc1ccccc1N1CCN(c2ncnc3c2nc2n3CCCC2)CC1` gave PTHR1 ag -86%[inhibitor] and DRD3 agonist 9.
For CC(=O)Nc1cc(C(=O)NCc2ccccc2Cl)ccc1Sc1ccc(F)cc1 the results were PTHR1 ag -36%[inhibitor] and DRD3 agonist 6.
For Cc1cc(C)cc(-n2nnc(-c3nc(-c4ccccc4F)no3)c2C)c1 the results were PTHR1 ag inactive and DRD3 agonist 9.

Six compounds picked at random from those above:
Screening CCOc1ccc(C2C(C(N)=O)=C(C)Nc3nc(-c4ccc(OC)cc4)nn32)cc1 (stereo unspecified) returned PTHR1 ag inactive and DRD3 agonist -2.
O=C(CSc1nccn1-c1ccccc1)Nc1nc2ccccc2s1 was read as PTHR1 ag -61%[inhibitor] and DRD3 agonist -10.
`O=C(Nc1ccc(F)c(Cl)c1)N1CCC2(CC1)Oc1ccccc1C(=O)N2Cc1ccccc1F` gave PTHR1 ag -13% and DRD3 agonist -8.
Screening CCOC(=O)c1cc(-c2ccc(C)cc2)n(CCC(=O)Nc2cc(Cl)ccc2C)c1C returned PTHR1 ag inactive and DRD3 agonist 4.
For O=C(CSc1n[nH]c(-c2ccccc2)n1)NCCCc1ccccc1 the results were PTHR1 ag -64%[inhibitor] and DRD3 agonist 1.
CC(=O)c1ccc(NC(=O)CC(c2cccs2)N2Cc3ccccc3C2=O)cc1 (stereo unspecified) was read as PTHR1 ag -22% and DRD3 agonist -6.

Continued:
CSc1ccc(CNCc2c(C(=O)O)c(C)n(Cc3ccc(F)cc3Cl)c2C)cc1 was read as PTHR1 ag -9% and DRD3 agonist -18.
Screening Cc1cccc(Nc2nnc(-c3ccc(C)c(S(=O)(=O)N4CCOCC4)c3)c3ccccc23)c1 returned PTHR1 ag -4% and DRD3 agonist -12.
For Cn1c(SCC(=O)Nc2nc3ccccc3s2)ncc(C(=O)Nc2ccccc2)c1=O the results were PTHR1 ag -29% and DRD3 agonist 3.
`Cc1ccc(CCNS(=O)(=O)c2cc(-c3cc(C)no3)ccc2C)cc1` gave PTHR1 ag -29% and DRD3 agonist 8.
For COc1ccc(NC(=O)Nc2nnc(SCC(=O)Nc3cccc(C)c3C)s2)cc1 the results were PTHR1 ag inactive and DRD3 agonist -8.
For COc1ccccc1-c1ccnc2[nH]n(-c3ccccc3)c(=O)c12 the results were PTHR1 ag -11% and DRD3 agonist -12.
`COC(=O)c1ccc(C2CC(=O)Nc3c2c(C)nn3-c2nc(C)cc(C)n2)cc1` (stereo unspecified) gave PTHR1 ag -24% and DRD3 agonist -3.
Cc1ccc(Cn2c(CN3CCC(C(=O)NCCc4ccccc4)CC3)cc3ccccc32)cc1 was read as PTHR1 ag inactive and DRD3 agonist -12.
For Cc1cccc(C(=O)N2CCc3cc(CNS(=O)(=O)c4ccc(F)c(Cl)c4)ccc32)c1 the results were PTHR1 ag inactive and DRD3 agonist 4.
For CCc1ccc2nc(N3CCC(C(=O)O)CC3)sc2c1 the results were PTHR1 ag -93%[inhibitor] and DRD3 agonist 1.
Screening Cc1cc(NC(=O)c2ccco2)cc(-c2nc3ccccc3o2)c1O returned PTHR1 ag -7% and DRD3 agonist -4.
Screening COc1cccc(NC(=O)Cn2c(=O)c3cccn3c3ccc(F)cc32)c1 returned PTHR1 ag inactive and DRD3 agonist -3.
`COc1ccc(C(CC(=O)Nc2ccc(Br)cn2)N2Cc3ccccc3C2=O)cc1` (stereo unspecified) gave PTHR1 ag inactive and DRD3 agonist -15.
Screening COc1ccc(NC(=O)Cn2cc(C(=O)C3CCCCC3)c3ccccc32)cc1 returned PTHR1 ag -25% and DRD3 agonist 1.
Screening COc1ccc(N2CC(NC(=O)c3ccco3)CC2=O)cc1OC (stereo unspecified) returned PTHR1 ag 20% and DRD3 agonist 5.
COC(=O)c1c(C)nn(-c2ccc(F)cc2)c1-n1cccc1 was read as PTHR1 ag inactive and DRD3 agonist -7.
`O=C(CSc1nc2c(oc3ccccc32)c(=O)n1-c1ccccc1)Nc1ccc(F)c(Cl)c1` gave PTHR1 ag -12% and DRD3 agonist 8.
COc1cccc(C(=O)Nc2ccccc2OCc2cc(=O)n3cc(C)ccc3n2)c1 was read as PTHR1 ag inactive and DRD3 agonist 2.
`CCCn1c(=NC(=O)c2cc3ccccc3o2)c(C(=O)OCC)cc2c(=O)n3ccccc3nc21` gave PTHR1 ag -5% and DRD3 agonist 4.
For CN1C(C(=O)Nc2ccc(F)cc2F)=CC(c2ccc3c(c2)OCO3)=NS1(=O)=O the results were PTHR1 ag -57%[inhibitor] and DRD3 agonist -9.
Cc1c(-c2nc(-c3ccccc3F)no2)nnn1-c1cc(F)ccc1F was read as PTHR1 ag -12% and DRD3 agonist -21.
Screening Cc1ccc(-c2cn3nc(N4CCCC(C(=O)Nc5ccc(F)cc5)C4)sc3n2)cc1 (stereo unspecified) returned PTHR1 ag -22% and DRD3 agonist -1.
COc1ccc(NC(=O)c2sc3nc(C)c(C(=O)Nc4ccc(C)cc4C)c(-c4ccc(C)o4)c3c2N)cc1 was read as PTHR1 ag inactive and DRD3 agonist -2.
COC(=O)c1ccc(CSc2nc3c([nH]c4ccccc43)c(=O)n2-c2ccc(F)cc2)o1 was read as PTHR1 ag -32%[inhibitor] and DRD3 agonist 5.
CCCOc1ccc(Oc2nc(NC)nc(N3CCOCC3)n2)nn1 was read as PTHR1 ag 20% and DRD3 agonist 15.
`CCOc1ccc(NS(=O)(=O)c2ccc3[nH]cc(C(=O)NCc4ccccc4)c(=O)c3c2)cc1` gave PTHR1 ag inactive and DRD3 agonist 4.
Cc1ccc(NC(=O)Cn2nc(C)c3nn(-c4ccc(Cl)cc4)c(C)c3c2=O)cc1F was read as PTHR1 ag -9% and DRD3 agonist 0.
For Cc1ccc(C)c(N2CCN(C(=O)CCc3nnc4n(CC(C)C)c(=O)c5ccccc5n34)CC2)c1 the results were PTHR1 ag inactive and DRD3 agonist 7.
Screening CCc1ccc(CNC(=O)CN2C(=O)CCn3nc(-c4cn(C)c5ccccc45)cc32)cc1 returned PTHR1 ag -22% and DRD3 agonist -8.
Screening Cc1ccc(NC(=O)c2cccc(N3CCCS3(=O)=O)c2)cc1 returned PTHR1 ag -16% and DRD3 agonist 3.
COc1cccc(N2CCN(S(=O)(=O)c3cc(Br)cc4c3N(C(=O)C3CC3)CC4)CC2)c1 was read as PTHR1 ag -19% and DRD3 agonist 1.
For O=C(CCS(=O)(=O)c1ccccc1)N(Cc1cccnc1)c1nc2c(Cl)cccc2s1 the results were PTHR1 ag inactive and DRD3 agonist -2.
For CCOc1ccc(CCNC(=O)CCCc2nnc3n(CC(C)C)c(=O)c4sccc4n23)cc1 the results were PTHR1 ag inactive and DRD3 agonist -9.
Screening Cc1cc(C)c(Cn2c3ccccc3c3cnn(CC(=O)N4CCCCC4)c(=O)c32)c(C)c1 returned PTHR1 ag -23% and DRD3 agonist -5.
COc1ccc(OC)c(CCNc2nc3cc(OC)c(OC)cc3c3nc(-c4cccnc4)nn23)c1 was read as PTHR1 ag inconclusive and DRD3 agonist -14.
`CCOc1ccc(NC(=O)CNS(=O)(=O)c2ccc(Br)s2)cc1` gave PTHR1 ag -17% and DRD3 agonist -2.
CCc1ccc(NC(=O)c2cc3c([nH]c2=O)CC(C)(C)CC3=O)cc1 was read as PTHR1 ag -13% and DRD3 agonist -8.
